MT1-MMP act inh – inhibitors of human MT1-MMP activation. AID 651647. hit rate 0.061% among 360,000. P50281. HT1080 RFP-PRO-GFP cells, GFP/RFP ratio fluorescence, overnight; percent of plate control window, DMSO zero. GFP/RFP ratio change, % at 20 µM;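 active = GFP/RFP ratio change of at least 30% with cell ATP level not reduced by more than half and red fluorescence within 50% of control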; also: strong numbers were not always called active
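Compound: 20 µM single dose, 1% DMSO / System: HT1080 RFP-PRO-GFP cells / Controls: DMSO and RFP-L50D-GFP cell wells / Read-out basis: GFP/RFP fluorescence ratio / Schedule: overnight compound exposure at 37 °C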
bovine MsrA act – activates bovine MsrA enzyme | purified bovine MsrA, absorbance read-out | activation, % at 10.6 µM | hit rate 0.3% among 360,000 | AID 602163; in the data active = activation above about 7.5%;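 also: 0% = vehicle and 100% = reference activator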
MsrA inh – inhibitors of bovine MsrA. inhibition, % at 15.5 µM. purified bovine MsrA, absorbance read-out. hit rate 0.75% among 360,000; in the data active = inhibition above about 4.5%;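 also: 0% = vehicle wells with enzyme and 100% = reference inhibitor wells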
Rin1-Abl PPI inh – human Rin1-Abl interaction inhibition. inhibition, % at 7.35 µM. AID 588664. TR-FRET Rin1/Abl binding, biochemical. hit rate 0.4% among 360,000. P00519+Q13671; in the data active = inhibition above about 5%, passing the limit was not always enough
Target sequence (P00519 whole entry, looked up): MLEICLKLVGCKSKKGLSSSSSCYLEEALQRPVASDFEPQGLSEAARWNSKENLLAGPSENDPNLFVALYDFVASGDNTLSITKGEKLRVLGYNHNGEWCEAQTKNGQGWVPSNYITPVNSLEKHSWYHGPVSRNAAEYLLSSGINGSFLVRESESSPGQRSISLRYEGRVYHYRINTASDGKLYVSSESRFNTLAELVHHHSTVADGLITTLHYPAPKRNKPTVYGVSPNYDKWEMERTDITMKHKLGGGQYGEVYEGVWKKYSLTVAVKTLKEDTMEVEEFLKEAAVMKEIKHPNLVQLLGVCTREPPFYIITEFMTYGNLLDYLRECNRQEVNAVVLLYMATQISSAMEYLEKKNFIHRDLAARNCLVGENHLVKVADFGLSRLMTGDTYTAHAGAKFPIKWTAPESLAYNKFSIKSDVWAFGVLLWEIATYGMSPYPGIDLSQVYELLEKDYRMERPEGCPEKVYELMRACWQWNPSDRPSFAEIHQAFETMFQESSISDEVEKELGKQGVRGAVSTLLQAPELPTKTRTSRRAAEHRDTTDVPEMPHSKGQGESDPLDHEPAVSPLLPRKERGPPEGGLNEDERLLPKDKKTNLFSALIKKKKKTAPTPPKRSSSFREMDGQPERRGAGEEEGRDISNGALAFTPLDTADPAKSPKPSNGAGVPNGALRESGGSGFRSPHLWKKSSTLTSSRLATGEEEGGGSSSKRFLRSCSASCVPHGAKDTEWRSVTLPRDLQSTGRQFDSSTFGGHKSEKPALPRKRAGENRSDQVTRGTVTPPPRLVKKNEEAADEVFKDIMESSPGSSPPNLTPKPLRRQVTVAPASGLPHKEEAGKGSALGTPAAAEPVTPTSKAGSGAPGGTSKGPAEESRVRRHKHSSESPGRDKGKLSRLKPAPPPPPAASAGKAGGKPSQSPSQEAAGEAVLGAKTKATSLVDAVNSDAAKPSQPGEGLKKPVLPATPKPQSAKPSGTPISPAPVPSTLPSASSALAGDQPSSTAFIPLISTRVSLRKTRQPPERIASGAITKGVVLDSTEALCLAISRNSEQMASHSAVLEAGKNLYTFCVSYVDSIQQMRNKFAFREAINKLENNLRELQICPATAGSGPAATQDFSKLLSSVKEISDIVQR
Target sequence (Q13671 whole entry, looked up): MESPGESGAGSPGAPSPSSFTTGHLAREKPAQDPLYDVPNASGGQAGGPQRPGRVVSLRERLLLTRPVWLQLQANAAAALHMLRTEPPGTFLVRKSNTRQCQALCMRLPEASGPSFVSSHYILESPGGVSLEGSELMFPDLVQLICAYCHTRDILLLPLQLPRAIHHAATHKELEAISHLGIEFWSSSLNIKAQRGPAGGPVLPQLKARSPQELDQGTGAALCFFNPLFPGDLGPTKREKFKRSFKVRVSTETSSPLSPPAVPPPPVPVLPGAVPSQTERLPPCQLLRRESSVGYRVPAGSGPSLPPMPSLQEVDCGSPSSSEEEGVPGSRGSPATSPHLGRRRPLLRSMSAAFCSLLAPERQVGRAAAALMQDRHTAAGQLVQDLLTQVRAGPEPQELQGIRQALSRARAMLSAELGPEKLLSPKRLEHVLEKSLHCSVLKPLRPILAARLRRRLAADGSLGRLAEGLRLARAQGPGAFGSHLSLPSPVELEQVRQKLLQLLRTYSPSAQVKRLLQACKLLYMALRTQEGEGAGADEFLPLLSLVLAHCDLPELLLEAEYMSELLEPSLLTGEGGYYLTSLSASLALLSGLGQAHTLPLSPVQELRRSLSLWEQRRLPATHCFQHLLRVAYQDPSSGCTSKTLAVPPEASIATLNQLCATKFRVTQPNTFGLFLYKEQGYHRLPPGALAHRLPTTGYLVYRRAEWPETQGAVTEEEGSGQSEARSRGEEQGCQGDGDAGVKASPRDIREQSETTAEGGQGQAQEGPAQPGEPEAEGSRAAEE
NRP1-CendR mod – alters CendR peptide binding to human NRP-1 | AID 602438 | O14786 | FAM-RPARPAR peptide binding to NRP-1, fluorescence polarization | hit rate 0.85% among 360,000 | inhibition, % at 25 µM;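 active = inhibition or corrected inhibition above about 18%, plus a signal ratio from 0.5 to 1.5, limit read from the data, passing the limit was not always enough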; also: strong numbers were not always called active
SKN-1 inh – inhibitors of C. elegans SKN-1; hit rate 0.49% among 360,000; inhibition, % at 21.8 µM; C. elegans VP596 Pgst-4::GFP/RFP ratio, acrylamide-induced, 24 h;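 active = interference check ratio from 0.5 to 1.5 plus GFP to RFP signal ratio inhibition reaching or exceeding a fixed threshold, cut at about 30% in these data, passing the limit was not always enough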; also: some compounds called inactive have numbers as strong as hits
E coli Lon inh – inhibits E. coli Lon protease; P0A9M0; purified E. coli Lon protease, fluorescence polarization; inhibition, % at 7.94 µM; hit rate 0.42% among 360,000; in the data active = inhibition above about 13%, passing the limit was not always enough;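 also: 0% = enzyme with probe and DMSO and 100% = no enzyme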
Neddyl block – inhibitors of human cullin neddylation; hit rate 0.58% among 360,000; AID 651699; TR-FRET cullin neddylation, biochemical; calls only at 25 µM; P61081+Q13564; in the data active = inhibition above about 36%
FAS-TE inh – FAS thioesterase (human) inhibition; P49327; recombinant FAS-TE, OMFH fluorogenic substrate, fluorescence endpoint; inhibition, % at 15 µM; hit rate 0.67% among 360,000;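 active = compounds whose normalised, plate-corrected inhibition of enzyme fluorescence in the single-dose primary screen is 50% or more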;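 also: 0% = DMSO with enzyme and 100% = substrate without enzyme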
* marks the source's active call; other numbers are inactive results; i = inactive; nt = no result given; + = active, no number.

SMILES	MT1-MMP act inh	bovine MsrA act	MsrA inh	Rin1-Abl PPI inh	NRP1-CendR mod	SKN-1 inh	E coli Lon inh	Neddyl block	FAS-TE inh
COc1cccc(NC(=O)CSc2nc3ccccc3c(=O)n2CCCC(=O)NCCCN2CCOCC2)c1	2	-4	0.2	0	3	6	-9	i	0
O=C(CCNC(=O)c1ccc(Br)o1)NCc1ccccn1	0	0	-0.9	1	-7	14	-8	i	-8
O=C(NCCNc1ccc([N+](=O)[O-])cc1)c1ccccc1Cl	3	-7	0.4	-2	6	0	-5	i	-4
COc1cccc(C(=O)NCc2ccco2)c1	-1	-2	1.6	-2	6	15	-2	i	-4
COc1ccc(S(=O)(=O)CCc2nnc(NC(=O)c3cccs3)s2)cc1	2	-7	0.3	-4	-3	0	-5	i	-5
O=c1c(O)c(-c2ccccc2)oc2cc(O)ccc12	-10	-3	4.1	-2	-8	-11	6	i	7
Cc1csc(N2CCc3ccccc32)n1	-7	-3	0.0	2	-5	23	-9	i	-2
Cc1ccc(C)c(N2CCN(S(=O)(=O)c3c(C)[nH]c(C)c3C(=O)N3CCCCC3)CC2)c1	-4	-2	-0.7	1	-2	1	5	i	-1
CC(C)Nc1ncnc2c1cnn2-c1ccc(Cl)cc1	-1	0	0.3	-2	-3	15	-11	i	6
CC(=O)c1cc(-c2ccc(F)cc2)n(CCC(=O)NC(C)(C)C)c1C	1	-2	-1.4	-4	1	4	-2	i	-6
CC(C)c1cc(CN2CCN(C3CCCC3)C(CCO)C2)[nH]n1 (configuration not stated)	3	-2	0.5	1	-2	5	1	i	-7
Cc1ccc(N2C(=O)N(CC(=O)Nc3ccc([N+](=O)[O-])cc3)C(=O)C2C)cc1 (configuration not stated)	-1	-3	1.1	-2	12	8	-3	i	32
CCOC(=O)c1cc(OC(=O)c2ccccc2Br)n(-c2ccccc2)n1	4	-2	0.7	3	-4	4	4	i	-4
On1c(-c2ccccc2)nc2ncccc21	0	-3	1.5	3	-1	11	-8	i	-6
Cc1ccc(-c2cc(C(=O)Nc3ccccc3C(N)=O)c3ccccc3n2)o1	1	-14	1.3	-1	-34	4	2	i	6
CS(=O)(=O)c1nc(S(=O)(=O)c2ccc(Cl)cc2)c(N2CCOCC2)s1	-2	-3	1.0	3	9	-5	5	i	2
Cc1nn(C2CCS(=O)(=O)C2)c(Cl)c1/C=C/C(=O)OCC(=O)N(C)C (configuration not stated)	-1	-9	-1.4	1	6	-20	2	i	-6
O=C1CCc2cc(S(=O)(=O)N3CCN(c4ccc(F)cc4)CC3)cc3c2N1CC3	-2	-10	0.2	0	-2	-6	5	i	0
O=C1NC(=S)N/C1=C/c1cc2c(cc1[N+](=O)[O-])OCO2	-12	-2	2.1	1	8	14	29	i	-3
Cn1c(SCC(=O)N2CCN(c3ccccc3)CC2)nnc1-c1c[nH]c2ccccc12	11	-7	0.3	2	-8	-1	-5	i	-2
OCC(O)[C@@H](O[C@H]1O[C@H](CO)[C@@H](O)[C@H](O)[C@H]1O)[C@H](O)[C@@H](O)CO (some centres not stated)	-3	-1	-1.7	-3	-9	5	-4	i	-2
CC1(C(=O)Nc2ccc3c(c2)OCCO3)CN(S(C)(=O)=O)CC(=O)N1Cc1cccc(F)c1 (configuration not stated)	6	nt	0.8	nt	-5	1	nt	i	nt
O=C(CSc1nnc2ccccn12)NNC(=O)c1ccc(F)cc1	-10	-6	-1.6	0	-1	6	15	i	-2
CCc1cccc(CC)c1NC(=O)c1cccc(S(=O)(=O)N2CCN(C)CC2)c1	-3	-2	0.7	-1	13	10	-4	i	-2
O=C(CSc1ccc2nnc(-c3ccccn3)n2n1)NCc1ccc2c(c1)OCO2	0	1	-0.3	-1	8	-7	-4	i	-2
CC1Cc2ccccc2N1C(=O)Cc1cccs1 (configuration not stated)	2	-6	0.6	4	-12	4	-9	i	0
Cc1cccc(NS(=O)(=O)c2cn(C)c(=O)n(C)c2=O)c1C	-5	0	-0.3	0	-13	-5	-2	i	-7
CN(C)S(=O)(=O)c1cccc(NC(=O)CCNC(=O)c2ccccc2Cl)c1	0	-1	0.2	-2	-2	9	-5	i	-11
O=S1(=O)CCN(c2ccccc2CC(c2c[nH]c3ccccc23)c2c[nH]c3ccccc23)CC1	-2	-1	1.1	2	-1	7	-3	i	32
Cc1cc(C)n2cc(CSc3nnnn3-c3ccccc3C)nc2n1	-2	-1	0.0	-4	-1	11	-7	i	-4
CC(C)(C)NCC(O)c1cc(O)cc(O)c1 (configuration not stated)	1	-6	-0.1	-1	-1	-6	-6	i	-5
CC(C)(C)Oc1ccccc1Nc1nc(NCCO)nc(N2CCCC2)n1	8	0	-1.0	-1	12	9	-10	i	4
O=C(Oc1cc(-c2ccccc2)no1)c1ccc(Cl)cc1	4	-2	0.2	2	-1	20	3	i	-4
C=CCc1ccc(OCCOc2cccc3cccnc23)c(OC)c1	8	1	-0.2	-2	11	1	-5	i	8
COc1ccccc1OCC(=O)NN1Cc2ccccc2C1=N	2	-4	-0.2	-5	-2	10	5	i	-4
Cc1ccc([N+](=O)[O-])cc1S(=O)(=O)Nc1ccc(C(=O)NCc2ccccn2)cc1	4	-5	0.5	-3	3	-5	-9	i	3
Fc1ccc(Br)cc1C1C=C(c2ccc(Br)cc2)Nc2ncnn21 (configuration not stated)	-89	-1	1.7	-1	8	-3	3	i	16
COCCNC(=O)/C(C#N)=C/c1ccc(-c2ccc(OC)cc2[N+](=O)[O-])o1	-4	-2	-0.1	-2	-14	20	3	i	-5
O=C1N(C2CCCC2)C[C@@H]2C[C@@H](c3cccn3-c3nccs3)N3CCC[C@@]123	-4	-3	-0.7	-2	-5	5	-1	i	-8
CCOc1ccccc1NC(=O)CSc1ncnc2c1oc1ccccc12	-2	-8	-0.7	-48	2	34*	-7	nt	22
O=C(O)C(Cc1ccccc1)N1C(=O)c2c(Cl)c(Cl)c(Cl)c(Cl)c2C1=O (configuration not stated)	0	-4	-0.5	-3	-1	-10	-5	i	-29
COc1ccc(C(=O)NCc2c(C)nn(Cc3ccccc3)c2C)cc1S(=O)(=O)N1CCOCC1	4	-4	-0.7	2	15	-1	4	i	-8
CCCCCN(C(=O)CCC(=O)OCc1ccc(C(C)(C)C)cc1)c1c(N)n(CCCC)c(=O)[nH]c1=O	-34	-2	-0.9	1	4	2	-6	i	26
C=CCNC(=S)N1CCN(Cc2ccccc2)CC1	3	-2	0.1	1	8	-10	-3	i	0
CCOc1ccc(C=NNc2ccc(S(=O)(=O)Nc3ccccc3C(=O)O)cc2[N+](=O)[O-])cc1	18	-3	nt	2	-9	-9	-18	i	40
COc1ccc(CCNC(=O)C2CC(=O)N(c3ccc(C)cc3)C2)cc1 (configuration not stated)	0	-9	-0.4	-1	3	0	2	i	-6
O=C(OCC(=O)N1CCN(c2ccccc2)CC1)c1ccc2ncsc2c1	1	-13	0.8	3	-1	4	4	i	-6
COc1cccc(NC(=O)CSc2nc3ccccc3nc2N2CCCC2)c1	0	-4	1.4	0	-14	6	-7	i	23
CCn1c(SCC(=O)Nc2cccc(S(=O)(=O)N(C)c3ccccc3)c2)nnc1C1CC1	18	-9	1.7	3	-4	-5	2	i	-1
CCCCN(C(=O)c1cnccn1)c1c(N)n(CCC)c(=O)[nH]c1=O	-8	-2	0.9	2	-18	-8	-11	i	-9
Cc1cc(NC(=O)C23CC4CC(CC(C4)C2)C3)n[nH]1	-10	-3	-0.3	-3	2	13	6	i	-2
CC(C)(C)OC(=O)N1CC(O)CC1C(=O)OCC(=O)c1ccc(-c2ccccc2)cc1 (configuration not stated)	-6	-2	1.2	1	10	5	0	i	2
O=C(c1ccco1)N1CCN(S(=O)(=O)c2ccc3[nH]c(=O)oc3c2)CC1	2	-2	0.8	0	-10	-1	-4	i	-6
COc1ccc(-c2cc3c(=O)n(CC(=O)Nc4ccc(Cl)cc4)nc(C)n3n2)cc1	2	-3	1.1	2	-3	6	1	i	-2
O=C1c2ccccc2C(=O)N1Cc1ccccc1F	1	0	0.1	3	-6	4	-3	i	6
Cc1ccc(-n2c(SCC(=O)Nc3cccc(S(=O)(=O)NC4=NCCCCC4)c3)nc3ccccc3c2=O)cc1	-3	0	1.0	-1	-18	12	-15	i	18
COCCCNC(=S)NNC(=O)C(O)(c1ccccc1)c1ccccc1	3	-8	-1.0	3	-2	7	0	i	-4
Cc1ccc(C)c(C(=O)CSc2nc(N)cc(=O)[nH]2)c1	2	-2	-1.6	2	0	10	-3	i	-2
Cc1ccc(C(=O)NNC(=O)c2cccc(S(=O)(=O)N3CCN(c4ccccc4)CC3)c2)cc1	2	-5	-0.8	0	-18	7	3	i	8
CCCCC(Sc1nc(N)c(NC(=O)c2ccc(OCC)cc2)c(=O)[nH]1)C(=O)O (configuration not stated)	2	-5	1.5	2	4	-2	-2	i	-6

Looked up one by one from above:
SMILES	MT1-MMP act inh	bovine MsrA act	MsrA inh	Rin1-Abl PPI inh	NRP1-CendR mod	SKN-1 inh	E coli Lon inh	Neddyl block	FAS-TE inh
O=C(OCC(=O)N1CCN(c2ccccc2)CC1)c1ccc2ncsc2c1	1	-13	0.8	3	-1	4	4	i	-6
CCCCN(C(=O)c1cnccn1)c1c(N)n(CCC)c(=O)[nH]c1=O	-8	-2	0.9	2	-18	-8	-11	i	-9
CC(C)(C)OC(=O)N1CC(O)CC1C(=O)OCC(=O)c1ccc(-c2ccccc2)cc1 (configuration not stated)	-6	-2	1.2	1	10	5	0	i	2
O=C(c1ccco1)N1CCN(S(=O)(=O)c2ccc3[nH]c(=O)oc3c2)CC1	2	-2	0.8	0	-10	-1	-4	i	-6
Cc1ccc(C(=O)NNC(=O)c2cccc(S(=O)(=O)N3CCN(c4ccccc4)CC3)c2)cc1	2	-5	-0.8	0	-18	7	3	i	8
COc1cccc(NC(=O)CSc2nc3ccccc3nc2N2CCCC2)c1	0	-4	1.4	0	-14	6	-7	i	23

Later entries.
SMILES	MT1-MMP act inh	bovine MsrA act	MsrA inh	Rin1-Abl PPI inh	NRP1-CendR mod	SKN-1 inh	E coli Lon inh	Neddyl block	FAS-TE inh
CC1(C)CC(=O)C2=C(C1)OC(N)=C(C#N)C2c1ccc[nH]1 (configuration not stated)	-5	-2	0.6	-3	-14	14	-16	i	-8
COc1ccc(Cc2nc(-c3ccccn3)no2)cc1OC	1	-1	2.4	-1	0	13	-3	i	-10
COc1ccc(NCN2C(=O)CCC2=O)cc1	1	-8	-0.5	-2	2	-25	-10	i	-11
O=C(CCc1ccccc1)Nc1ccccc1C(=O)NCc1ccco1	-2	1	-0.2	-2	-2	-12	-5	i	2
COc1cc(NC(=O)C2CC2C)c(C(=O)O)cc1OC (configuration not stated)	-1	-10	0.0	1	0	-23	-8	i	-10
COc1ccc(Cl)cc1Cn1c(C)c(C(=O)NCc2cccc([N+](=O)[O-])c2)sc1=O	5	-3	0.5	-1	-6	11	-4	i	32
Cn1cccc1Cc1nnc(SCC(=O)Nc2ccc(Cl)cc2)n1-c1ccc(F)cc1	6	-2	1.4	6	-19	-7	-4	i	17
CCCCCC1CC(/C(C)=N/NC(N)=O)OC1=O (configuration not stated)	6	-1	0.4	0	0	6	2	i	-5
CC(O)[C@H]1CN=C(N)N1CC(C)(C)C (some centres not stated)	2	-1	0.1	0	8	22	2	i	-15
CCCCSc1nc(C)cc(NC(=S)Nc2ccc(OC)cc2)n1	1	-6	-1.0	0	6	5	-4	i	4
CCOC(=O)C1(O)CC(C)=NN1C(=O)c1cccc(Br)c1 (configuration not stated)	8	-8	-0.4	-4	27*	-13	-3	i	-6
Cc1cc(C)n(S(=O)(=O)c2cccc([N+](=O)[O-])c2)n1	-2	-3	0.1	-1	4	-2	1	i	6
O=C(O)c1ccc(-c2ccc(-c3ccccc3)cc2)s1	-3	-8	nt	-1	-39	-2	-3	+	0
C#CCOCCOCCOCCNc1nc(N2CCOCC2)nc(N2CCN(C(=O)CCCCCCCCCCNC(=O)[C@@H](CCSC)n3cc(CCO)nn3)CC2)n1	-2	-8	0.3	1	-2	-13	1	i	-1
COc1ccc(NC(=O)CSc2nnc(NC(=O)C3CCC3)s2)c(OC)c1	-1	-2	0.5	0	1	17	3	i	-2

Screening results: PubChem, several laboratories
